mcGAS MS inh: inhibitors of Mus musculus cyclic GMP-AMP synthase, initial high-throughput assay, cell-free, RapidFire MS. Q8C6L5. recombinant mouse cGAS, cGAMP by RapidFire MS. inhibition, % at 12.5 µM. 0.18% of 130,000 active. AID 1259397, 2018;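 active means inhibition of cGAS enzyme activity at or above 60%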;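 further: enzyme stimulated by 45 bp dsDNA with ATP and GTP substrates; cGAMP share of summed cGAMP plus half ATP and half GTP signals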
Target sequence (Q8C6L5 whole entry, looked up): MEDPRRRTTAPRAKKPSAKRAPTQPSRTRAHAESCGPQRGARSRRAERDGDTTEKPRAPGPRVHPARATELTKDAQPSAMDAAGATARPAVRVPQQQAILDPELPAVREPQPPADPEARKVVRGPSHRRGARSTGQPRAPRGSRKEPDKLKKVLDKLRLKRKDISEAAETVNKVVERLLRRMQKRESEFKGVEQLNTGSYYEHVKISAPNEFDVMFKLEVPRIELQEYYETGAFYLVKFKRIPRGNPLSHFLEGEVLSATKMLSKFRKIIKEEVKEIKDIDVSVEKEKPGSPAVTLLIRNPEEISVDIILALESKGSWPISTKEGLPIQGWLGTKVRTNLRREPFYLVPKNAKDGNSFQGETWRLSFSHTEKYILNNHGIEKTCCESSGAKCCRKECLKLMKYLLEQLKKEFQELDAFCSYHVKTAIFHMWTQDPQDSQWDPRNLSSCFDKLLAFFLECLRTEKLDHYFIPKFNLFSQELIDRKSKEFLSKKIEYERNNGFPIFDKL
* marks the source's active call; other numbers are inactive results; & = joins results of further samples. These rows are one share of the data; rates above refer to the full screens.

SMILES | mcGAS MS inh
COc1ccc(S(=O)(=O)NC(=O)C2(C)CCN2C(=O)c2ccc(C(F)(F)F)nc2C)cc1 (centres undefined) | -15
CCN1CCCC1CNC(=O)c1sccc1-n1cccc1 (centres undefined) | -9
CNCc1ccc(SC(F)F)cc1 | -15
C=CCn1c(=O)c2c(nc3n(-c4ccc(Br)cc4)c(C)cn23)n(C)c1=O | -7
CC1=NOC(Cc2cccc(F)c2)C(=O)N1Cc1c(C)noc1C (centres undefined) | -7
OCC1(Cc2cccc(C(F)(F)F)c2)CCN(Cc2ccccn2)CC1 | -6
O=S(=O)(NCc1nc(CCc2ccccc2)n[nH]1)c1cccs1 | -14
CCCNC(=O)C1(C)CCN1C(=O)Cc1ccc(C(C)(C)C)cc1 (centres undefined) | -6
Cc1cc(CN2CCCC(C(=O)Nc3ccc(-c4nc5ccccc5[nH]4)cc3)C2)n[nH]1 (centres undefined) | -2
CC(C)c1cc(Cl)ncn1 | 1
Cc1ccc(S(=O)(=O)Nc2cn(C)c(=O)n2C)cc1 | -3
Cc1ccsc1[C@@H]1CCN(C(=O)Cn2c(=O)oc3ccccc32)C[C@H]1O | 4
CC(=O)Nc1ccc(S(=O)(=O)NCCC(=O)N2CCc3ccccc3C2)cc1 | -1
COc1ccccc1C(CC(=O)O)c1ccco1 (centres undefined) | -5
COc1ccc(-n2cc(C(=O)c3cc(F)ccc3O)cc(C#N)c2=O)cc1OC | -7
Cc1nc(N2CCCCCCC2)ncc1C(C)NC(=O)c1c(C)noc1C (centres undefined) | -7
COC(=O)CN1CCN(c2nc(C)c(C)s2)CC1 | -5
COc1ccc2cc(CN(C)CCC(=O)NC3CCCCC3)ccc2c1 | -7
CCOC(=O)c1nn(-c2ccc(C)cc2)c(=O)cc1NCc1ccc(OC)cc1 | -7
CCN(CCn1cccn1)Cc1nc(-c2ccccn2)no1 | -5&-2
CC(C)(O)C#Cc1ccc(C(=O)NCCC2COc3ccccc3O2)o1 (centres undefined) | -5
C=CCO[C@H]1[C@H](NC(=O)C2CC2)c2ccccc2C12CCN(C(=O)c1n[nH]c(=O)c3ccccc13)CC2 | -2
C=C(C)Cn1c(N2CCN(Cc3cccc(Cl)c3)CC2)nc2c1c(=O)[nH]c(=O)n2C | -6
S=C(NCc1ccc(Cl)cc1)c1ccc2c(c1)OCO2 | -3
COCCn1cc(NC(=O)NCCc2ccc(F)cc2)c2ccccc21 | -8
Cc1ccc(-c2nc(CN3CCC(=O)N(C)c4cc(F)ccc43)cs2)o1 | 7
Cc1nc(S(=O)(=O)NCCC(=O)NC(C)CCC(C)C)cn1C (centres undefined) | 12
C=CCn1cc(CNC(C)C2=CCCCC2)c(C)n1 (centres undefined) | -15
Cc1n[nH]c(C)c1CN(C)C(=O)C1(N2C[C@@H](C)O[C@@H](C)C2)Cc2ccccc2C1 | -16
Cn1cnnc1SCCNC(=O)c1cc(COc2ccc3c(c2)CCCC3)on1 | -3
O=C(CSCc1cc(=O)[nH]c(=O)[nH]1)Nc1ccc(Cl)cc1 | -4
Cc1c(C(=O)NCc2ccc(C(C)C)cc2)sc(=O)n1Cc1cccc(F)c1 | -6
Cc1nc(-c2coc3cc(O)ccc3c2=O)cs1 | -1
Cc1ccc(Oc2ccc(Cl)cc2NC(=O)C2=COCCO2)cc1 | -3
Cc1cn2c3c(=O)n(Cc4ccccc4)c(=O)n(C)c3nc2n1CCO | -8
CCC1(c2ccccc2)NC(=O)N(CC(=O)NC2CCSc3ccccc32)C1=O (centres undefined) | -5
Cc1nc2ccccc2nc1Cn1ccccc1=O | -8
CC(=O)N(C1CC(C)C(C#N)(C#N)C1(C#N)C#N)N(C)C (centres undefined) | -4
C=CCNCC(=O)N1CCc2sccc2C1COc1ccc(Cl)cc1 (centres undefined) | -15
Fc1ccc(-c2nnc(CON=Cc3ccc(Cl)c(Cl)c3)o2)cc1 | -4
Cc1ccccc1S(=O)(=O)NC(=O)C1(C)CCN1C(=O)Cc1ccc(C(C)C)cc1 (centres undefined) | 2
Cc1ccc(C(=O)N(C)C2CCCCC2)c(C2CCNCC2)n1 | -2
CC(=O)c1ccc(N2CCN(C(=O)CSc3ccc(F)c(F)c3)CC2)cc1 | -3
Cc1nc(C(C)NC2CCN(S(C)(=O)=O)CC2)n[nH]1 (centres undefined) | -7
O=S(=O)(c1ccc(Cl)c(C(F)(F)F)c1)N1CCN(CCc2ccncc2)CC1 | -7
CN(C)S(=O)(=O)c1ccc(S(=O)(=O)Nc2ccc(OC(F)F)cc2)cc1 | -13&-7
O=C(NC1CC(=O)N(C2CCCCCC2)C1)c1ccc2n[nH]nc2c1 (centres undefined) | -16
Cc1ccc2c(=O)cc(C(=O)Nc3ccc(Cl)cc3)oc2c1C | 14
CN(C)C(=O)CNc1ccccc1NC12CC3CC(CC(C3)C1)C2 | 10
COc1ccc(CC(=O)NNC(=O)[C@@H]2CCCC[C@@H]2C(=O)O)cc1 | -5

(list continues)
SMILES | mcGAS MS inh
Cc1ccc(NS(=O)(=O)c2ccc(C)c(N)c2)c(C)c1 | -2
C=CCN(Cc1ccc(F)cc1)Cc1ccc(C(C)=O)cc1 | -22
COCCn1c(=NC(=O)c2ccc3ncsc3c2)sc2ccccc21 | -5
CC(C)N=c1ccccn1C(=O)c1cccc(NC(=O)C(C)(C)C)c1 | -12
CC(OC(=O)c1cc(=O)[nH]c2ccccc12)c1ccccc1Cl (centres undefined) | -9
CCN(C1CCN(c2ccccc2)C1=O)S(=O)(=O)C(C)COC (centres undefined) | 4
CNc1nc(Cl)nc(Oc2ccc(=O)n(C)n2)n1 | -9
COC(=O)C1CN(C(=O)Nc2cccnc2)c2ccccc21 (centres undefined) | 0
Cc1cc(NC(=O)C(C)SCc2ccc(F)c3cccnc23)on1 (centres undefined) | -3
CCCN(Cc1nccn1C)c1nc(CCN)nc2ccccc12 | -18
CC(N)=C(C#N)C(=O)CSc1nncn1C | -24
Cc1ccc2c(c1)c(CNC(=O)[C@H](N)CC(C)C)nn2C | -7
Cc1cccc2c1N1C(=O)c3c(C(=O)O)cccc3C1CC2C (centres undefined) | -4
O=C(NCCN1CCc2ccccc21)c1cn(CCC2CCCCN2)nn1 (centres undefined) | 5
Cc1ccc2cccc(OCCCOc3ccc(C)c(C)c3)c2n1 | -13
O=C(Cn1c(=O)oc2ccccc21)N1CCC2(CC1)C(=O)Nc1ccccc12 | -9
Clc1ccc(-n2cccc2CN2CCCC(Nc3ccc4c(c3)OCO4)C2)nc1 (centres undefined) | -6
FC(F)(F)CCc1ccnc(N[C@H]2COC[C@@H]2N2CCCCC2)n1 | -12
COc1ccccc1-c1cc(CN2CCN(S(=O)(=O)c3ccc(F)c(Cl)c3)CC2)on1 | -8
CCOC(=O)c1nn(-c2ccccc2)c(=O)cc1N1CCN(c2ccc(OC)cc2)CC1 | -6
COC(=O)c1ccccc1NC(=O)Cn1nc([N+](=O)[O-])c(Cl)c1C | -1
Cc1c(O)cccc1C(=O)N1CCc2c(nc(-c3cccnc3)[nH]c2=O)C1 | 7
Cc1cc(=O)[nH]c(-n2nc(-c3cccs3)cc2NC(=O)CCC2CCCCC2)n1 | -2
O=C(CSc1nnc(-c2ccc3c(c2)OCO3)o1)c1ccc2c(c1)OCCO2 | -9
N#Cc1c(N)nc(-c2ccccc2)nc1C(F)(F)F | 48
FC(F)(F)c1cc(-c2ccco2)nc(N2CCCCC2)n1 | 9
O=C(NCCC(=O)N1CCOC(COCc2cccc(C(F)(F)F)c2)C1)OCc1ccccc1 (centres undefined) | -6
Cc1ccc(-c2[nH]ncc2CN2CCCC2c2nccs2)cc1C (centres undefined) | -5
COc1ccc(CNC(=O)CCC(=O)N2CCc3ccccc3C2)c(OC)c1 | -2
CCOC1CC(NCc2cccc(O)c2)C12CCCCC2 (centres undefined) | -10

Reprinted from the entries so far, 16 compounds:
SMILES | mcGAS MS inh
Cc1ccc2c(c1)c(CNC(=O)[C@H](N)CC(C)C)nn2C | -7
Cc1cccc2c1N1C(=O)c3c(C(=O)O)cccc3C1CC2C (centres undefined) | -4
O=C(NCCN1CCc2ccccc21)c1cn(CCC2CCCCN2)nn1 (centres undefined) | 5
Cc1ccc2cccc(OCCCOc3ccc(C)c(C)c3)c2n1 | -13
O=C(Cn1c(=O)oc2ccccc21)N1CCC2(CC1)C(=O)Nc1ccccc12 | -9
Clc1ccc(-n2cccc2CN2CCCC(Nc3ccc4c(c3)OCO4)C2)nc1 (centres undefined) | -6
FC(F)(F)CCc1ccnc(N[C@H]2COC[C@@H]2N2CCCCC2)n1 | -12
COc1ccccc1-c1cc(CN2CCN(S(=O)(=O)c3ccc(F)c(Cl)c3)CC2)on1 | -8
CCOC(=O)c1nn(-c2ccccc2)c(=O)cc1N1CCN(c2ccc(OC)cc2)CC1 | -6
COC(=O)c1ccccc1NC(=O)Cn1nc([N+](=O)[O-])c(Cl)c1C | -1
Cc1c(O)cccc1C(=O)N1CCc2c(nc(-c3cccnc3)[nH]c2=O)C1 | 7
Cc1cc(=O)[nH]c(-n2nc(-c3cccs3)cc2NC(=O)CCC2CCCCC2)n1 | -2
O=C(CSc1nnc(-c2ccc3c(c2)OCO3)o1)c1ccc2c(c1)OCCO2 | -9
N#Cc1c(N)nc(-c2ccccc2)nc1C(F)(F)F | 48
FC(F)(F)c1cc(-c2ccco2)nc(N2CCCCC2)n1 | 9
O=C(NCCC(=O)N1CCOC(COCc2cccc(C(F)(F)F)c2)C1)OCc1ccccc1 (centres undefined) | -6

New compounds follow.
SMILES | mcGAS MS inh
CCc1ccc(C(=O)NC(C)Cc2cc(C)nn2-c2ccccc2)o1 (centres undefined) | -4
COCC(=O)N1CCCC(N(C)CCc2ccc(OC)c(OC)c2)C1 (centres undefined) | -4
CC1(C(=O)NCc2ccccn2)CCN1CCc1ccccc1 (centres undefined) | -4
CCC(C(=O)NCC1CCCCN1Cc1ccccc1)N(CC)CC (centres undefined) | -9
COc1cc(S(=O)(=O)n2cc(C)nc2-c2ccccc2)c(C)cc1C | -10
Cc1cccc(S(=O)(=O)NC(=O)C2(C)CCN2C(=O)Cc2ccccc2Cl)c1 (centres undefined) | -14
CN(Cc1cn[nH]c1-c1ccc(F)cc1)C(=O)c1cnc2ccccc2n1 | -13
CCCc1nc(N[C@H]2CCc3ccccc32)c2cnn(C)c2n1 | -5
CN1CCN(Cc2cnn(C)c2C2CC2)CC12CCN(C(=O)C1CC1)CC2 | -13
CCC(=O)OCC(=O)[C@@]1(OC(=O)CC)[C@@H](C)CC2C3CCC4=CC(=O)C=C[C@]4(C)C3(F)[C@@H](O)C[C@@]21C (some centres undefined) | -8
COc1cc(C)c(NS(=O)(=O)c2cc3c(cc2C)OCC(=O)N3)c(C)c1 | -5
CC1CCN(Cc2nnnn2CC(=O)N(Cc2nccn2C)C(C)C)CC1 | -5
CCOc1ccccc1/C=C1\N=C(c2cccc(C)c2)OC1=O | -10
C=C(C)Cn1c(SCC(=O)N/N=C\c2cc(OC)c(OC)c(OC)c2)nnc1-c1ccc([N+](=O)[O-])cc1 | 12
CCc1nnnn1Cc1csc(N(C)C(C)=O)n1 | -26
CC1CC(C)CN(S(=O)(=O)NCc2nccs2)C1 (centres undefined) | 0
CCOC(=O)OC(C)OC1=C(C(=O)Nc2ccccn2)N(C)S(=O)(=O)c2ccccc21 (centres undefined) | -8&3
O=c1[nH]nc(Sc2ncc([N+](=O)[O-])s2)n1-c1ccc2c(c1)OCCO2 | 59
CCOc1ncccc1-c1ccc2nc(C(C)O)[nH]c2c1 (centres undefined) | -24
CN(Cc1ccc(Cl)s1)C(=O)CSc1nnc(C2CC2)n1C1CC1 | 1
CCOc1ccc(NC(=O)C(=O)Nc2ccc(C)cc2[N+](=O)[O-])cc1 | 9
CN(C(=O)C1CC1c1cccc(F)c1F)c1ccc(C(N)=O)cc1 (centres undefined) | -10
O=C(CC1Nc2cccc3cccc(c23)NC1=O)Nc1ccccc1F (centres undefined) | -10
C=CCN(CC=C)C(=O)CC1C(=O)NCCN1Cc1ccc(OC)c(C)c1 (centres undefined) | -4
CCOc1cc2c(c([N+](=O)[O-])c1)NC(c1ccccc1)C1CC=CC21 (centres undefined) | -5
O=C(c1cc(Cn2ccc3ccccc32)[nH]n1)N1[C@@H]2CC[C@H]1CC(O)C2 (some centres undefined) | -2
O=S1(=O)CCC(NC(=S)Nc2ccccn2)C1 (centres undefined) | 2
O=C(Nc1scnc1-c1ccccc1)C1C2CCCC21 (centres undefined) | -15
CC(C)(C)c1ccccc1S(=O)(=O)Nc1n[nH]c2ccccc12 | -2
CC=CCn1c(N)nc2c1c(=O)[nH]c(=O)n2C | -14
CC(C)c1ccc(Cc2nnc(N3CCCCC3)[nH]c2=O)cc1 | -8
O=C(OCc1cc(-c2ccc(F)cc2F)on1)c1cccs1 | -4
CCOC(=O)Cn1c(=NC(=O)c2ccc3ncsc3c2)sc2cc(S(C)(=O)=O)ccc21 | -3
COc1cccc(CN2CCCC(O)(CN3CCc4nc(N)sc4C3)C2=O)c1 (centres undefined) | -34
CC(c1nc(C(C)(C)C)no1)N1CCN(CC(=O)N(C)C)CC1 (centres undefined) | -4
CC(=O)N1CCCc2cc(S(=O)(=O)NC(C)c3ccc(Cl)cc3Cl)ccc21 (centres undefined) | 2
Cc1ccccc1C(=O)OC(C)CN1CCOCC1 (centres undefined) | -3
COc1ccccc1Oc1ncccc1CNCc1cc2ccccc2o1 | -6
O=C(/C=C/c1ccc(OCc2ccccn2)cc1)N1CCC12CCC2 | -8
CN(CC1COCCO1)c1nc2nonc2nc1NCc1cccs1 (centres undefined) | 0
CC1(C(=O)N2CCC(c3n[nH]c(=O)n3Cc3ccccc3)CC2)CCCO1 (centres undefined) | -40
CNC(=O)c1ccc(NC(=O)c2ccc(C3SCCCS3)cc2)c(C)c1 | -1
CC1(C(=O)NS(=O)(=O)c2ccc(Br)cc2)CCN1C(=O)CCC1CCCC1 (centres undefined) | -10
O=C(c1ccc2n[nH]nc2c1)N1CCCC2(C1)C(=O)Nc1ccccc12 (centres undefined) | -44
CNC(=O)NC(=O)CSc1nnc(-c2ccc(OC)cc2)n1C(C)C | 11
O=c1[nH]c(CN2CCN(c3cccc(Cl)c3)CC2)nc2ccccc12 | -5
Cc1cccc(NC(=O)N(C)CCS(C)(=O)=O)c1Cl | -14
CCCCn1c(C)c(C)n2c3c(=O)n(C)c(=O)n(C)c3nc12 | 0
CCC(C(=O)NCc1ncc[nH]1)n1cc(C(C)=O)c2ccccc21 (centres undefined) | -11
